# Pf growth 48h = inhibits P. falciparum growth in the first generation, 48 h; hit rate 5.9% among 310,000; AID 504832; Potency, µM (titrated, usually from 28.7 µM), inactives show at the highest dose activity change, negative = inhibition, usual class: inhibitors; P. falciparum luciferase growth in erythrocytes, 48 h; further: potency means the concentration at half of the fitted maximal effect; on the % scale 0 is the no-effect control and ±100 the full control effect
#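 Luminescence readout; reporter = integrated firefly luciferase in P. falciparum. RBC culture at 2% hematocrit, 0.1% parasitemia final, 37 C/5% CO2; decreased signal taken as growth inhibition.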
# CHX counter = counter-screen for Shiga toxin inhibitors: cycloheximide protein synthesis inhibition; max response, %; hit rate 12% among 300,000; cell reporter, cycloheximide protein synthesis inhibition counterscreen; AID 2314; in the data active means max response mostly above about 13%, no sharp cut-off; inactive means mostly below about 14%; further: read at 38.3 µM for the half of the compounds with a filed dose; 0% is about no effect
# Pf growth 96h = P. falciparum growth inhibition at 96 hours. AID 504834. P. falciparum luciferase reporter growth, 96 h. Potency, µM (highest dose often 28.7 µM), for inactives: at the top dose activity change, negative = inhibition, hits mostly inhibitors. hit rate 6.9% among 320,000; further: potency means the concentration at half of the fitted maximal effect; on the % scale 0 is the no-effect control and ±100 the full control effect
#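 Readout is luminescence from an integrated firefly luciferase in P. falciparum. Red cells, 2% hematocrit and 0.05% parasitemia final, were cultured with compound through two parasite generations (96 hours) at 37 C, 5% CO2.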
# Shiga toxin inh = Shiga toxin inhibition; Vero cells, Shiga toxin protein synthesis inhibition reporter; inhibition, % at 38.7 µM; hit rate 9.2% among 290,000; in the data active means inhibition mostly above about 28%, no sharp cut-off; inactive means mostly below about 43%; further: 0% is about no effect
# AMA1-RON2 inh = disrupts binding of P. falciparum AMA1 to RON2 | AlphaScreen AMA1-biotinylated RON2 peptide binding | AID 720542 | hit rate 0.2% among 360,000 | Potency, µM (series often up to 58.2 µM), inactives show at the top dose activity change, negative = inhibition, usual class: inhibitors;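 further: potency means the concentration at half of the fitted maximal effect; 0% = vehicle wells and -100% = peptide control; nearly all actives have a fitted effect of over 45% in size; some results filed as inactive show a strong effect at the top dose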
#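 AMA1 (3D7) with his tag at 25 nM final met compounds first, then biotinylated RON2 peptide at 25 nM; detection used donor plus acceptor beads, 10 µg/mL apiece, read by AlphaScreen after 30 min at room temperature.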
# Tb PYK inh = inhibitors of Trypanosoma brucei pyruvate kinase; Q57TT1; TbPYK enzyme, Kinase-Glo Plus ATP luminescence, 45 min; Potency, µM (highest dose often 76.8 µM), for inactives: at the highest dose activity, negative = inhibition, actives largely listed as inhibitors; hit rate 0.12% among 410,000; further: potency means the concentration at half of the fitted maximal effect; on the % scale 0 is the no-effect control and ±100 the full control effect; nearly all actives have a fitted effect of over 50% in size
#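 Screened from lowest to highest concentration, compounds were pinned into TbPYK/substrate mixtures, and ADP (130 uM final) was added. Plates sat at room temperature for 45 min prior to Kinase-Glo Plus detection by luminescence.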
# LmPK inhibitor = LmPK (Leishmania mexicana) enzyme inhibition; Q27686; purified LmPK, Kinase-Glo ATP luminescence, 1 h; Potency, µM (doses to about 57.5 µM), for inactives: at the highest dose activity change, negative = inhibition, hits mostly inhibitors; hit rate 0.37% among 290,000; AID 1721; further: potency means the concentration at half of the fitted maximal effect; on the % scale 0 is the no-effect control and ±100 the full control effect
# Target sequence (Q27686 whole entry, looked up): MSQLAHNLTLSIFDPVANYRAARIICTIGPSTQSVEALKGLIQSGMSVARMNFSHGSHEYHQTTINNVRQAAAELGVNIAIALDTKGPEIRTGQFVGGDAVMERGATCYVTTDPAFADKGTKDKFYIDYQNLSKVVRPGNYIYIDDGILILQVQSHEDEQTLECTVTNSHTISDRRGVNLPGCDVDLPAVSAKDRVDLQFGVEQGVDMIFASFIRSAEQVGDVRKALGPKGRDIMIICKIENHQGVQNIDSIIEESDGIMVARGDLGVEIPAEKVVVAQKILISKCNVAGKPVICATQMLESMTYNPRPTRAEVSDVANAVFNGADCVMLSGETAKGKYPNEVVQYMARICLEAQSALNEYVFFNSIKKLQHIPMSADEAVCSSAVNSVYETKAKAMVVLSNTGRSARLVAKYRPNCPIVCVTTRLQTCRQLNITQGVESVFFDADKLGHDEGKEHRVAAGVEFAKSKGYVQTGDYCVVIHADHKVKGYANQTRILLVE
#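 Purified LmPK (0.1 nM) converted ADP (0.1 mM) to ATP with PEP (0.5 mM) in imidazole buffer pH 7.2 with KCl and MgCl2, 1 h at room temperature. ATP was read by Kinase-Glo luminescence; data normalized to uninhibited and no-enzyme controls.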
# * hit, by the source's call; ? = inconclusive; / = no result given; [ ] = another dose, or the depositor's remark. Unless noted, the call rests on the fitted dose curve; in most records, active means well fitted curve in the direction sought with a large enough effect; inconclusive means small, poorly fitted or top-dose-only effect, or another doubt; inactive means no such curve, though single readings can be large; an effect the other way counts as inactive or inconclusive.
structure	CHX counter	Pf growth 96h	AMA1-RON2 inh	Tb PYK inh	Shiga toxin inh	LmPK inhibitor	Pf growth 48h
OCC1(CCOc2ccccc2)CCN(CC2=Cc3cc(Cl)ccc3OC2)CC1	-1	?	4%	7%	-3	7%	?
COc1cccc(-c2nc(-c3ccccc3)[nH]c(=O)c2C#N)c1	-1	?	1%	3%	42	5%	12%
O=[N+]([O-])c1cc2c(c(CSc3nnnn3-c3ccc(O)cc3)c1)OCOC2	-2	-18%	12%	6%	-10	3%	17%
CN(C(=O)COC(=O)c1cc2ccccc2cc1O)c1c(N)n(Cc2ccccc2)c(=O)[nH]c1=O	/	20%	3%	-2%	/	/	2%
CC1C/C(=N/NC(=O)c2cccs2)CC(C)(C)C1 (centres undefined)	32*	9%	22%	1%	84*	-7%	/
c1ccc(N2CCN(c3nc4cc5c(cc4s3)OCCO5)CC2)cc1	84*	?	-8%	4%	95*	0%	173%[activator]
O=C(NC1CC1)c1cc(Cl)ccc1[N+](=O)[O-]	-2	-2%[5.75 µM]	-4%	6%	36	-4%	13%
O=C(CSc1nc2cc3c(cc2c(=O)n1CCC1=CCCCC1)OCO3)NCc1ccco1	6	/	21%	3%	25	1%	16%
O=C(NCCn1c(C(F)(F)F)nc2cc(C(F)(F)F)ccc21)[C@H]1CCCN1c1nc(CN2CCCCC2)cs1	-3	?	4%	2%	-3	-1%	?
Cc1ccc(-c2csc3ncnc(-n4nc(C)cc4N)c23)cc1	7	?	17%	-7%	-4	1%	?
CCOC(=O)C1CCN(C(=O)c2ccccc2NC(C)=O)CC1	2	78%[activator]	-7%	4%	4	1%	39%[activator]
CC(C)(C)C(=O)CC1(O)C(=O)N(Cc2ccc(Cl)cc2)c2ccccc21 (centres undefined)	-4	?	-11%	2%	-11	-1%	?
C/C(=N/NC(=O)CN1CCN(Cc2ccccc2)CC1)c1ccc([N+](=O)[O-])cc1	-2	-25%	-5%	-5%	-12	3%	-8%
CSc1ccc(CN(C)C(=O)CNC(=O)CNS(=O)(=O)c2ccc(C)c(C)c2)cc1	-4	-9%	-2%	-5%	4	-4%	2%
C=CCn1c(O)c(C(CC)=NCCc2c[nH]c3ccccc23)c(=O)[nH]c1=O	-1	?	?	6%	20	0%	?

# Following part:
structure	CHX counter	Pf growth 96h	AMA1-RON2 inh	Tb PYK inh	Shiga toxin inh	LmPK inhibitor	Pf growth 48h
Cc1c(C(=O)OC(C)C)nnn1-c1nonc1N	-2	16%	0%	1%	8	4%	-3%
COc1ccc(OCCOC(=O)C(C)NS(=O)(=O)c2ccc(NC(C)=O)cc2)cc1 (centres undefined)	/	3%	-1%	0%	/	/	-2%
NC(=O)N/N=C/c1ccccc1OCC(=O)NCc1ccccc1	-3	-30%	9%	3%	-7	2%	6%
COc1ccc(C(=O)Nc2cc3c(oc2=O)CCCC3=O)cc1	25*	48%[activator]	?	0%	42	-2%	6%
CC(C)C(=O)N1CCN(c2ccccc2NC(=O)c2cccc3ccccc23)CC1	-2	?	7%	0%	15	-1%	?
CCOc1ccc(N2CC(C(=O)Nc3ccc(OC)c(S(=O)(=O)N4CCCCC4)c3)CC2=O)cc1 (centres undefined)	1	?	-5%	1%	3	8%	?
CCOCCCn1c(=S)[nH]c2cc(C(=O)N3CCN(c4ccccc4)CC3)ccc2c1=O	-3	15µM*	56%[activator]	-8%	-6	4%	19%
COc1cccc(OC)c1C(=O)Oc1ccc2c(c1)O/C(=C\c1ccncc1)C2=O	-2	-70%	?	-5%	-6	5%	?
COC(=O)c1c(C)[nH]c(C(C)=O)c1C	-5	28%	0%	-3%	-12	0%	23%
CCc1[nH]nc2c1C(c1ccc(Br)s1)C(C#N)=C(N)O2 (centres undefined)	-2	7%	-25%	6%	-21	4%	-2%
COc1ccccc1NC(=O)c1ccc(S(=O)(=O)N2CCCC2)cc1	-1	-26%	-7%	-4%	4	9%	/
Cc1ccccc1NCN1C(=O)C2CCC(C)(C1=O)C2(C)C (centres undefined)	-4	22%	2%	2%	3	1%	20%
CN(C)c1nc(-c2cn(CCC#N)c3ccccc23)cs1	-4	?	-9%	1%	2	-2%	?
CCC(C)Nc1nc2c(C)cccn2c(=O)c1C=Nc1ccc(OC)cc1 (centres undefined)	15	?	-9%	-10%	39	-1%	-23%
Cc1ccc(N2CCN(C(=O)c3ccccc3NC(=O)/C=C\C(=O)O)CC2)cc1	-4	-27%	-21%	?	22	2%	-1%

# Compound profiles, from the list above.
# `COc1ccc(C(=O)Nc2cc3c(oc2=O)CCCC3=O)cc1` in the list: CHX counter: 25*; Pf growth 96h: 48%[activator]; AMA1-RON2 inh: ?; Tb PYK inh: 0%; Shiga toxin inh: 42; LmPK inhibitor: -2%; Pf growth 48h: 6%
# `CN(C)c1nc(-c2cn(CCC#N)c3ccccc23)cs1` in the list: CHX counter: -4; Pf growth 96h: ?; AMA1-RON2 inh: -9%; Tb PYK inh: 1%; Shiga toxin inh: 2; LmPK inhibitor: -2%; Pf growth 48h: ?
# `CCOCCCn1c(=S)[nH]c2cc(C(=O)N3CCN(c4ccccc4)CC3)ccc2c1=O` in the list: CHX counter: -3; Pf growth 96h: 15µM*; AMA1-RON2 inh: 56%[activator]; Tb PYK inh: -8%; Shiga toxin inh: -6; LmPK inhibitor: 4%; Pf growth 48h: 19%

# The list continues.
structure	CHX counter	Pf growth 96h	AMA1-RON2 inh	Tb PYK inh	Shiga toxin inh	LmPK inhibitor	Pf growth 48h
O=C(Cn1cc(Cl)c([N+](=O)[O-])n1)NCCC1=CCCCC1	15*	?	2%	2%	17	-8%	9%
C=C(C)C(=O)N1CC2(CC(c3cccc(NC(=O)CC)c3)=NO2)C[C@H]1C(N)=O (some centres undefined)	1	45%[activator]	5%	-8%	-4	2%	79%[activator]
Clc1cccc(CN2CCCCC2c2cccnc2)c1 (centres undefined)	-3	?	0%	2%	8	6%	/
Cc1cc(Cl)ccc1OCC(=O)OCC(=O)NC1CCCC1	/	2%	1%	1%	/	/	-1%
O=C(Nc1cccc(F)c1)OC(CN1CCCCC1)C(F)(F)F (centres undefined)	-2	147%[activator]	6%	-1%	-10	0%	-21%
CCOCCCNC(=O)/C(C#N)=C/c1ccc([N+](=O)[O-])o1	14	-16%	7%	0%	29	6%	-5%
CCCC(C(=O)N1CCOCC1)N1C(=O)C2C3C=CC(C3)C2C1=O (centres undefined)	11	0%	3%	0%	2	-7%	22%
O=C(CSc1nncc2ccccc12)N1CCCCC1	45*	-34%	-1%	0%	40	-13%	7%
CC(=O)Nc1cccc(NC(=O)c2cc3ccccc3o2)c1	33*	188%[activator]	-2%	0%	49	-20%	/
O=C(CN1CCCC1)Nc1c(C(=O)C2CC2)oc2ccccc12	-3	?	63%[activator]	-2%	13	-1%	?
O=C(CSc1nc2[nH]ncc2c(=O)[nH]1)NCc1ccccc1	1	24%	0%	5%	-5	1%	0%
CC(=NCCN1CCN(C(C)=C2C(=O)c3ccccc3C2=O)CC1)C1=C(O)CC(C)(C)CC1=O	-3	-15%	13%	-8%	-3	3%	10%
CN(C)C(=O)/C=C\c1cn(-c2ccccc2)nc1-c1ccc2c(c1)OCCO2	0	10%	23%	-1%	1	-2%	?
Cc1cc(C)c(NC(=O)CNC(=O)CNC(=O)C2CCCCC2)c(C)c1	/	17%	15%	5%	/	/	-26%
Cc1cc(/C=C2\SC(=S)NC2=O)cc(C)c1O	15*	7%	67%[activator]	-15%	37	?	15%

# (list continues)
structure	CHX counter	Pf growth 96h	AMA1-RON2 inh	Tb PYK inh	Shiga toxin inh	LmPK inhibitor	Pf growth 48h
Cc1cc(NC(=O)NC2CCCN2S(=O)(=O)c2ccc(Cl)cc2)no1 (centres undefined)	-3	-12%	-1%	-1%	38	4%	-20%
CC(=O)N1N=C(c2ccccc2)CC1c1cccs1 (centres undefined)	10	13%	9%	-11%	-4	4%	13%
O=C(O)c1cccc(NC(=O)N2C[C@H]3C[C@@H](C2)c2cccc(=O)n2C3)c1	4	35%[activator]	7%	-5%	7	-11%	9%
CCCN(CC(=O)Nc1ccccc1C)C(=O)C1CCCN(C(=O)c2ccc(Cl)cc2)C1 (centres undefined)	/	?	70%[activator]	0%	/	/	?
COc1ccc(N2CC(C(=O)Nc3ccc4c(c3)OCCO4)CC2=O)cc1 (centres undefined)	16	18%	2%	4%	20	3%	4%
c1ccc(Oc2cccc(CN3CCCCC3)c2)cc1	-1	-41%	-1%	0%	19	-9%	/
Cc1noc2ncnc(SCc3ccc(C(F)(F)F)cc3)c12	7	22%	13%	3%	27	3%	15%
COc1ccc(-c2noc(CN3C(=O)c4ccccc4C3=O)n2)cc1	8	27%	9%	-10%	5	4%	24%
O=C(COC(=O)c1ccc(F)cc1)Nc1nc2ccc([N+](=O)[O-])cc2s1	1	1%	-8%	7%	-4	0%	-18%
Cc1cc(NC(=O)CCN2C(=O)/C(=C/c3ccccc3F)SC2=S)no1	-3	?	/	/	-14	6%	32%[activator]
C=CCn1c(SCC(=O)Nc2ccc(O)cc2)nc2sc(CC)cc2c1=O	-4	?	0%	0%	6	0%	?
O=C(O/N=C(/c1ccccc1)c1ccncc1)c1cccc(F)c1	-7	?	4%	5%	-34	9%	13%
CCOC(=O)c1cnn(-c2ncnc3c2oc2ccccc23)c1N	16*	30%	23%	-3%	68	-10%	100%[activator]
CCN(C(=O)COC(=O)/C=C/c1ccccc1)C1CCCCC1	-4	35%[activator]	6%	-7%	2	6%	19%
COc1cc(-c2nc3c(c(C)nn3-c3ccccc3)c3cc(OC)c(OC)cc23)ccc1O	3	?	1%	-6%	6	4%	2.9µM*

# Continued:
structure	CHX counter	Pf growth 96h	AMA1-RON2 inh	Tb PYK inh	Shiga toxin inh	LmPK inhibitor	Pf growth 48h
COC(=O)Cn1c(=O)c2c(nc3n2CC(C)CN3c2ccc(C)c(C)c2)n(C)c1=O (centres undefined)	-7	-19%	-2%	1%	-11	1%	-5%
c1ccc(Oc2cccc(OCCCn3cncn3)c2)cc1	15	-1%	1%	-5%	11	2%	-8%
COc1ccc(C(CNc2ccc(S(=O)(=O)N3CCN(C)CC3)cc2[N+](=O)[O-])N(C)C)cc1 (centres undefined)	/	11%	-14%	-5%	/	/	1%
O=C(O)CCC(=O)Nc1cc(C(F)(F)F)cc(C(F)(F)F)c1	-1	0%	2%	4%	-3	1%	?
COc1ccccc1CC(=O)Nc1ccc2[nH]ncc2c1	-2	-5%	-10%	2%	-22	4%	10µM*
CC(C)CC(C(=O)NC1CCCC1)N(Cc1ccc2c(c1)OCO2)C(=O)c1snc(C(N)=O)c1N (centres undefined)	-1	?	20%	-2%	7	-1%	?
Cc1ccc(CNC(=O)NC23CC4CC(CC(C4)C2)C3)cc1	0	-24%	7%	2%	-1	4%	?
Cc1c(Cl)cccc1NC(=S)NCCc1ccccn1	0	?	6%	1%	-14	1%	-5%
COc1ccccc1NC(=O)CN(c1ccccc1F)S(C)(=O)=O	-7	?	9%	-2%	9	-2%	-9%
CCN(C(=O)CCCC(=O)N(CC)c1ccccc1)c1ccccc1	-2	?	4%[11.6 µM]	0%	-5	-2%	-2%

# An unsorted share of the library; overall some 21% were active at least once.
